Screening data from PubChem.
All columns: NCI-60 one-dose screen, growth in % after 48 h at 10 µM unless noted; 100 = growth as untreated, 0 = no growth, -100 = all killed.
MCF7: MCF7 breast cancer; actives 6.3% (n = 82,000)
SK-MEL-28: SK-MEL-28 melanoma; actives 4.1% (n = 81,000)
LOX IMVI: LOX IMVI melanoma; actives 7.4% (n = 79,000)
HS 578T: HS 578T breast cancer; actives 4.1% (n = 78,000); AID 1794788
MDA-MB-231: MDA-MB-231 breast cancer | actives 5% (n = 81,000) | AID 1794789
T-47D: T-47D breast cancer; actives 5% (n = 79,000); AID 1794792
MDA-MB-468: MDA-MB-468 breast cancer. actives 8.5% (n = 78,000). AID 2202374
BT-549: BT-549 breast cancer; actives 4.4% (n = 78,000); AID 1794793
An asterisk follows results filed as active; & = joins results of further samples. The calls were made as follows: active = growth percent below 10; inactive = the rest.

`N#Cc1cc(NC(=O)Nc2nnc(-c3ccncc3)s2)ccc1-c1cn[nH]c1` gave MCF7 101.7, SK-MEL-28 97.9, LOX IMVI 100.9, HS 578T 98.8, MDA-MB-231 101.0, T-47D 89.8 and MDA-MB-468 96.3.
`CC(=O)OC[C@@]1(C)C2CC[C@]3(C)C(CC=C4C5CC(C)(C)CC[C@]5(C(=O)Nc5ccc(C)cc5)CC[C@]43C)[C@@]2(C)C[C@@H](OC(C)=O)[C@@H]1OC(C)=O` (stereo partly drawn) gave MCF7 25.6, SK-MEL-28 77.1, LOX IMVI 12.5, HS 578T 86.0, MDA-MB-231 66.1, T-47D 17.5, MDA-MB-468 8.2* and BT-549 51.3.
For COc1ccc(CCN2C(=O)/C(=C/c3ccc(C4Oc5ccccc5C5CC(c6ccccc6)=NN54)cc3)SC2=S)cc1 (stereo not drawn) the results were MCF7 97.3, SK-MEL-28 117.4, LOX IMVI 96.6, HS 578T 103.5, MDA-MB-231 92.3, T-47D 103.2, MDA-MB-468 118.4 and BT-549 100.8.
For CCC(=O)N1CCN(C(=O)CC)CC1 the results were MCF7 101.7, SK-MEL-28 104.2, LOX IMVI 98.9, HS 578T 105.2, MDA-MB-231 106.3, T-47D 94.0, MDA-MB-468 88.4 and BT-549 92.4.
`O=C(O)C(Cc1ccc(OS(=O)(=O)Cc2ccccc2)cc1)NS(=O)(=O)Cc1ccccc1` (stereo not drawn) gave MCF7 98.4&91.4, SK-MEL-28 115.8&107.7, LOX IMVI 98.0, HS 578T 105.8, MDA-MB-231 102.3, T-47D 99.9&100.9, MDA-MB-468 117.1&105.1 and BT-549 106.1&103.7.
For Cc1csc2ccc(Cl)cc12 the results were MCF7 98.3, SK-MEL-28 103.8, LOX IMVI 103.4, HS 578T 103.9, MDA-MB-231 97.0, T-47D 104.1, MDA-MB-468 96.8 and BT-549 104.3.
`CNc1nc(Nc2ccc(OC)cc2)ncc1C(N)=O` gave MCF7 81.3, SK-MEL-28 124.0, LOX IMVI 101.2, HS 578T 94.0, MDA-MB-231 111.4, T-47D 124.6, MDA-MB-468 33.5 and BT-549 86.8.
Screening COc1cccc(-n2cc(-c3nc(Nc4cc(C)[nH]n4)c4ccccc4n3)nn2)c1 returned MCF7 37.6, SK-MEL-28 64.0, LOX IMVI 66.5, HS 578T 46.4, MDA-MB-231 63.4, T-47D 17.6, MDA-MB-468 48.1 and BT-549 49.3.
For O=S(=O)(Nc1ccc(-c2nc(-c3cccc(O)c3)c(-c3ccnc(Br)c3)[nH]2)cc1)c1ccccc1 the results were MCF7 7.3*, SK-MEL-28 33.1, LOX IMVI -25.0*, HS 578T -0.9*, MDA-MB-231 23.0, T-47D 1.0*, MDA-MB-468 -3.6* and BT-549 51.9.
Screening O=S(=O)(c1c(Cl)cccc1Cl)N(Cl)Cl returned MCF7 101.5, SK-MEL-28 106.3, LOX IMVI 104.1, HS 578T 110.3, MDA-MB-231 118.1, T-47D 100.0, MDA-MB-468 112.0 and BT-549 102.6.
For O=C(Nc1cccc(NC(=O)c2cccc3ccccc23)c1)c1ccccn1 the results were MCF7 84.0, SK-MEL-28 104.3, LOX IMVI 93.6, HS 578T 105.3, MDA-MB-231 104.1, T-47D 83.9, MDA-MB-468 99.7 and BT-549 103.7.
For COC(=O)c1c(C(=O)OC)c2ccc3c4ccccc4ccc3n2c1C(=O)OC the results were MCF7 85.4, SK-MEL-28 109.0, LOX IMVI 104.0, HS 578T 92.7, MDA-MB-231 109.9, T-47D 93.7, MDA-MB-468 89.6 and BT-549 113.1.
CCCCCCCCCCCCCCCCCCOP(=O)(O)O was read as MCF7 101.4, SK-MEL-28 110.7, LOX IMVI 99.3, MDA-MB-231 96.6, T-47D 106.2, MDA-MB-468 107.9 and BT-549 113.8.
Clc1ccc(C2=NN=C3C(Cc4ccccc4)=Nc4ccccc4N3C2)cc1 was read as MCF7 88.7, SK-MEL-28 83.4, LOX IMVI 65.2, HS 578T 90.1, MDA-MB-231 68.9, T-47D 95.0, MDA-MB-468 84.7 and BT-549 88.8.
`CCOc1cccc(/C=C2\N=C(c3ccccc3)OC2=O)c1` gave MCF7 98.2, SK-MEL-28 94.7, LOX IMVI 98.0, HS 578T 105.4, MDA-MB-231 118.1, T-47D 90.0 and BT-549 106.4.
Screening Cn1c(O)c(C=NCCN=Cc2c(O)n(C)c(=O)n(C)c2=O)c(=O)n(C)c1=O returned MCF7 107.9, SK-MEL-28 109.3, LOX IMVI 93.2, HS 578T 112.3, MDA-MB-231 101.2, T-47D 96.1 and BT-549 118.4.
For O=C(O)c1cccc(-c2cccc(C(=O)O)c2)c1 the results were MCF7 105.0, SK-MEL-28 107.8, LOX IMVI 94.2, HS 578T 105.5, MDA-MB-231 101.2, T-47D 88.3, MDA-MB-468 116.9 and BT-549 102.7.
Screening COc1cc(C2NC(=O)NC(C)=C2C(=O)OC(C)C)cc(OC)c1OC (stereo not drawn) returned MCF7 93.3, SK-MEL-28 101.9, LOX IMVI 89.9, HS 578T 102.8, MDA-MB-231 95.8, T-47D 92.8, MDA-MB-468 92.8 and BT-549 87.8.
For CN(C)C(=O)c1cccc(NC(=O)Oc2ccccc2)c1 the results were MCF7 97.0, SK-MEL-28 103.3, LOX IMVI 101.0, HS 578T 105.3, MDA-MB-231 99.9, T-47D 114.0, MDA-MB-468 96.3 and BT-549 104.3.
For Cc1ccccc1-n1nnc(C(=O)Nc2ccc3cc(CN(C)C)ccc3n2)c1C the results were MCF7 73.9, SK-MEL-28 85.0, LOX IMVI 70.7, HS 578T 81.3, MDA-MB-231 87.2, T-47D 86.0, MDA-MB-468 79.6 and BT-549 86.7.
For Cc1ccc(C(F)(F)F)cc1N1CCN(C(=O)[C@@H]2C[C@@H]2c2cccc(S(F)(F)(F)(F)F)c2)CC1 the results were MCF7 66.4, SK-MEL-28 93.1, LOX IMVI 95.0, HS 578T 87.4, MDA-MB-231 81.6, T-47D 43.2, MDA-MB-468 51.6 and BT-549 94.4.
Screening N#Cc1c(-c2ccccc2)c(C#N)c2c(C#N)c(N)nn2c1N returned MCF7 15.9, SK-MEL-28 56.8, LOX IMVI 35.6, HS 578T 27.4, MDA-MB-231 33.6, T-47D 19.6, MDA-MB-468 25.9 and BT-549 47.4.
`O=C(c1ccc(Cl)cc1)C1[C@H](c2ccccc2Cl)[C@@H](c2ccccc2)NC12C(=O)Nc1ccc(Br)cc12` (stereo partly drawn) gave MCF7 -48.7*, SK-MEL-28 -95.4*, LOX IMVI -100.0*, HS 578T -36.0*, MDA-MB-231 -95.4*, T-47D -83.4*, MDA-MB-468 -83.2* and BT-549 -95.1*.
Screening COc1ccc(C(=O)NN2CC(C)OC(C)C2)cc1OC1CCCC1 (stereo not drawn) returned MCF7 99.6, SK-MEL-28 110.9, LOX IMVI 101.1, HS 578T 114.6, MDA-MB-231 106.5, MDA-MB-468 120.7 and BT-549 98.8.
O=c1[nH]c(=O)n(Cc2ccc(F)cc2)c(=O)n1Cc1ccc(F)cc1 was read as MCF7 98.2, SK-MEL-28 108.4, LOX IMVI 94.4, HS 578T 103.1, MDA-MB-231 115.4, T-47D 88.4, MDA-MB-468 109.7 and BT-549 100.1.
C/C(=N\O)C(c1ccccc1)c1ccccc1 was read as MCF7 97.1, SK-MEL-28 116.6, LOX IMVI 95.3, HS 578T 100.3, MDA-MB-231 102.1, T-47D 94.6 and MDA-MB-468 93.6.
Screening O=c1c2cc(F)ccc2sc2c(Nc3ccncc3)nc3ccccc3c12 returned MCF7 -77.9*, SK-MEL-28 87.7, LOX IMVI -66.7*, HS 578T 75.3, MDA-MB-231 -89.7*, T-47D -3.7*, MDA-MB-468 27.8 and BT-549 81.5.
Screening CCCCCCCCCCCCCC/C(=N\OCc1ccccc1)C(=O)O returned MCF7 105.2, SK-MEL-28 101.9, LOX IMVI 96.6, HS 578T 103.6, MDA-MB-231 113.8, T-47D 79.9, MDA-MB-468 100.7 and BT-549 86.9.
Screening COc1ccc(/C=C(/C(=O)c2ccc(Cl)cc2)C(=O)C(F)(F)F)cc1 returned MCF7 77.2, SK-MEL-28 105.8, LOX IMVI 95.6, HS 578T 96.2, MDA-MB-231 109.6, T-47D 90.3, MDA-MB-468 99.7 and BT-549 111.1.
Screening Cc1ccc(C(Cl)(c2ccc(C)cc2)c2ccc(C)cc2)cc1 returned MCF7 103.8, SK-MEL-28 101.3, LOX IMVI 100.0, HS 578T 103.7, MDA-MB-231 106.2, T-47D 83.6, MDA-MB-468 121.6 and BT-549 107.3.
Screening CCCCN=C(N)N returned MCF7 109.1, SK-MEL-28 117.8, LOX IMVI 97.6, HS 578T 115.2, MDA-MB-231 115.0, T-47D 113.5 and MDA-MB-468 105.5.
`Nc1nc(SC/C=C/CCl)c2ncn(C/C=C/CCl)c2n1` gave MCF7 52.9&84.8, SK-MEL-28 105.3&106.7, LOX IMVI 68.8&78.7, HS 578T 108.9&97.8, MDA-MB-231 98.4&107.2, T-47D 87.7&92.2, MDA-MB-468 60.6&81.5 and BT-549 77.9&103.3.
`O=C1/C(=C\c2cccc([N+](=O)[O-])c2)Sc2ccc(Cl)cc21` gave MCF7 50.7, SK-MEL-28 111.7, LOX IMVI 91.4, HS 578T 90.9, MDA-MB-231 77.6, T-47D 79.3, MDA-MB-468 113.1 and BT-549 108.1.
Screening COc1ccc(/C(N)=N/C(N)=N/c2nc3ccccc3s2)cc1 returned MCF7 71.2, SK-MEL-28 79.6, LOX IMVI 22.8, HS 578T 81.3, MDA-MB-231 76.0, T-47D 80.4 and MDA-MB-468 24.3.
For CCOC(=O)C[n+]1cc2ccccc2cn1 the results were SK-MEL-28 102.6, LOX IMVI 100.6, HS 578T 97.8, MDA-MB-231 94.0, T-47D 94.3, MDA-MB-468 119.4 and BT-549 106.5.
`CC(CCN1CCN(CCC(C)CC(C)(C)C)C1CC(C)CC(C)(C)C)CC(C)(C)C` (stereo not drawn) gave MCF7 95.7, SK-MEL-28 105.1, LOX IMVI 81.8, HS 578T 112.4, MDA-MB-231 104.8 and T-47D 91.8.
`CCOC(=O)c1c2c(n(-c3ccccc3)c1-c1ccccc1)C=CCC2` gave MCF7 78.0, SK-MEL-28 105.3, LOX IMVI 90.1, HS 578T 102.4, MDA-MB-231 87.2, T-47D 66.1, MDA-MB-468 99.3 and BT-549 97.7.
Screening O=C1C(c2ccccc2)=C(c2ccccc2)C(c2ccccc2)C1c1ccccc1 (stereo not drawn) returned MCF7 61.3, SK-MEL-28 84.3, LOX IMVI 68.8, HS 578T 105.5, MDA-MB-231 71.5, T-47D 41.7, MDA-MB-468 40.3 and BT-549 80.3.
Screening CCCCOC(=S)Nc1ccc(S(=O)(=O)Nc2ccc(Cl)nn2)cc1 returned MCF7 93.7, SK-MEL-28 114.9, LOX IMVI 93.3, HS 578T 103.6, MDA-MB-231 98.1, T-47D 95.0, MDA-MB-468 85.0 and BT-549 91.5.
For CCN(CC)c1ccc(C=NCc2ccco2)c(O)c1 the results were MCF7 94.5, SK-MEL-28 109.6, LOX IMVI 98.9, HS 578T 102.1, MDA-MB-231 105.7, T-47D 95.0, MDA-MB-468 103.5 and BT-549 111.0.
`CC1=N/C(=C\c2ccccc2)C(=O)N1CCc1ccc(S(N)(=O)=O)cc1` gave MCF7 89.7, SK-MEL-28 110.9, LOX IMVI 98.6, HS 578T 101.6, MDA-MB-231 93.5, T-47D 95.9, MDA-MB-468 93.3 and BT-549 103.7.
For Cc1ccc(N2C(=O)CSC2c2ccc(OCC(=O)c3ccccc3)cc2)cc1 (stereo not drawn) the results were MCF7 93.5, SK-MEL-28 106.6, LOX IMVI 90.1, HS 578T 96.9, MDA-MB-231 81.7, T-47D 93.5, MDA-MB-468 89.0 and BT-549 94.7.
`CC1=NN(C(=O)CSc2nnc3sc4ccccc4n23)C(=O)C1` gave MCF7 97.1, SK-MEL-28 121.2, LOX IMVI 104.7, HS 578T 103.5, MDA-MB-231 114.1, T-47D 93.9, MDA-MB-468 113.0 and BT-549 107.8.
Screening O=C1CCCN1CCc1cccc2ccccc12 returned MCF7 102.6, SK-MEL-28 107.2, LOX IMVI 100.6, HS 578T 105.4, MDA-MB-231 94.5, T-47D 103.9, MDA-MB-468 119.2 and BT-549 99.8.
Screening CC1(O)CCCCCC1 returned MCF7 96.8, SK-MEL-28 106.3, LOX IMVI 94.2, HS 578T 98.3, MDA-MB-231 105.8, T-47D 97.0, MDA-MB-468 100.5 and BT-549 96.1.

Among those listed so far, four have fluorine.
For Cc1ccc(C(F)(F)F)cc1N1CCN(C(=O)[C@@H]2C[C@@H]2c2cccc(S(F)(F)(F)(F)F)c2)CC1 the results were MCF7 66.4, SK-MEL-28 93.1, LOX IMVI 95.0, HS 578T 87.4, MDA-MB-231 81.6, T-47D 43.2, MDA-MB-468 51.6 and BT-549 94.4.
O=c1[nH]c(=O)n(Cc2ccc(F)cc2)c(=O)n1Cc1ccc(F)cc1 was read as MCF7 98.2, SK-MEL-28 108.4, LOX IMVI 94.4, HS 578T 103.1, MDA-MB-231 115.4, T-47D 88.4, MDA-MB-468 109.7 and BT-549 100.1.
Screening O=c1c2cc(F)ccc2sc2c(Nc3ccncc3)nc3ccccc3c12 returned MCF7 -77.9*, SK-MEL-28 87.7, LOX IMVI -66.7*, HS 578T 75.3, MDA-MB-231 -89.7*, T-47D -3.7*, MDA-MB-468 27.8 and BT-549 81.5.
Screening COc1ccc(/C=C(/C(=O)c2ccc(Cl)cc2)C(=O)C(F)(F)F)cc1 returned MCF7 77.2, SK-MEL-28 105.8, LOX IMVI 95.6, HS 578T 96.2, MDA-MB-231 109.6, T-47D 90.3, MDA-MB-468 99.7 and BT-549 111.1.
